Compound activity: PubChem, several laboratories
FXIIa inh 1536: inhibitors of human coagulation factor XIIa. purified FXIIa, Boc-QGR-AMC fluorogenic substrate, 2 h. 220,000 tested, 0.3% active. inhibition, % at 5 µM. P00748; in the data active means inhibition above about 40%;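 further: 0% = enzyme with no compound and 100% = blank without enzyme; many of its hits are not listed in these tables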
m-calpain inh: calpain II (pig) inhibition; purified calpain II, fluorogenic peptide substrate, 30 min; inhibition, % at 16 µM; 220,000 tested, 0.37% active; AID 1236;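 active means inhibition above about 50%, limit read from the data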
Rad51 HR inh: blocks human Rad51 in homologous recombination; inhibition, % at 10 µM; 200,000 tested, 0.085% active; Q06609; hRad51 DNA strand exchange, fluorescence dequenching;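 active means inhibition above 40% at the single screening dose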;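 further: 0% = DMSO control wells and 100% = blanks with heterologous ssDNA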
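Assay system: Human Rad51 nucleoprotein filaments preassembled on unlabelled ssDNA | Reagent: Donor/quencher-labelled 47-bp dsDNA substrate | Doses: One concentration, 10 µM final | Times: 37 °C 15-min filament assembly, 30-min compound preincubation, 15-min exchange | Technique: Fluorescein emission 520 nm, excitation 485 nm | Benchmarks: Plate control and blank wells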
Thrombin inh: inhibitors of human thrombin; 220,000 tested, 0.26% active; P00734; inhibition, % at 5 µM; alpha-thrombin, Boc-VPR-AMC fluorogenic substrate cleavage; AID 1046;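 active means inhibition at or above 40%; inactive means inhibition below 40%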;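 further: 0% = enzyme with no compound and 100% = wells without enzyme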
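Material: human alpha-thrombin enzyme / Medium: pH 7.5 Tris (50 mM) with NaCl 150 mM, Tween 20 0.05% / Compound: single-point dosing at 5 µM, 0.2% DMSO / Incubation: enzyme reaction carried out at room temperature / Detection: AMC fluorescence, 355/460 nm / Read-out basis: percent inhibition scaled between no-compound controls and no-enzyme blanks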
FXIa inh: blocks human coagulation factor XIa protease activity; AID 798; P03951; purified FXIa, Boc-Glu-Ala-Arg-AMC fluorogenic substrate; inhibition, % at 5 µM; 220,000 tested, 0.14% active;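 active means inhibition of at least 40%; inactive means inhibition below 40%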;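 further: fluorescence of freed AMC excited at 355 nm; 0% = enzyme without compound and 100% = no enzyme blank; many of its hits are not listed in these tables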
Cl transport mod: modulates chloride dependent transport by human KCC2; KCC2 cells, thallium flux FluoZin-2 fluorescence; 190,000 tested, 2.2% active; Q9H2X9; B-score of Tl+ flux slope (higher = more flux/activation; lower = inhibition) at 10 µM;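 active means thallium flux slope and its plate-corrected score both differing from the plate sample mean at a set confidence after two filtering rounds, in either direction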;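 further: slope of fluorescence scaled to starting intensity during 10 to 20 s after thallium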
Furin inh: blocks human furin protease activity; P09958; purified furin, fluorogenic substrate cleavage; inhibition, % at 30 µM; 220,000 tested, 0.061% active; AID 463115; in the data active means inhibition above about 25%; further: inactives centre near -15
hK5 inh: kallikrein 5 (human) inhibition | Q9Y337 | recombinant hK5, fluorogenic AMC substrate cleavage | inhibition, % at 5 µM | 210,000 tested, 0.59% active;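 active means inhibition of 40% or more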;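 further: 0% = enzyme controls without compound and 100% = no-enzyme blanks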
PERK inh: inhibitors of human PERK kinase; Q9NZJ5; CHO PERK-DD fusion, SEAP luminescence translation reporter; inhibition, % at 5.6 µM; 220,000 tested, 0.17% active;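 active means inhibition above the mean inhibition of all tested compounds plus 3 SD, set separately per screening campaign, cut at about 2.9% in these data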;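 further: PERK kinase domain activated by AP20187 dimerizer at 100 nM; 0% = DMSO with dimerizer and 100% = rapamycin at 8.4 µM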
Target sequence (Q9NZJ5 whole entry, looked up, the tested form may be a part): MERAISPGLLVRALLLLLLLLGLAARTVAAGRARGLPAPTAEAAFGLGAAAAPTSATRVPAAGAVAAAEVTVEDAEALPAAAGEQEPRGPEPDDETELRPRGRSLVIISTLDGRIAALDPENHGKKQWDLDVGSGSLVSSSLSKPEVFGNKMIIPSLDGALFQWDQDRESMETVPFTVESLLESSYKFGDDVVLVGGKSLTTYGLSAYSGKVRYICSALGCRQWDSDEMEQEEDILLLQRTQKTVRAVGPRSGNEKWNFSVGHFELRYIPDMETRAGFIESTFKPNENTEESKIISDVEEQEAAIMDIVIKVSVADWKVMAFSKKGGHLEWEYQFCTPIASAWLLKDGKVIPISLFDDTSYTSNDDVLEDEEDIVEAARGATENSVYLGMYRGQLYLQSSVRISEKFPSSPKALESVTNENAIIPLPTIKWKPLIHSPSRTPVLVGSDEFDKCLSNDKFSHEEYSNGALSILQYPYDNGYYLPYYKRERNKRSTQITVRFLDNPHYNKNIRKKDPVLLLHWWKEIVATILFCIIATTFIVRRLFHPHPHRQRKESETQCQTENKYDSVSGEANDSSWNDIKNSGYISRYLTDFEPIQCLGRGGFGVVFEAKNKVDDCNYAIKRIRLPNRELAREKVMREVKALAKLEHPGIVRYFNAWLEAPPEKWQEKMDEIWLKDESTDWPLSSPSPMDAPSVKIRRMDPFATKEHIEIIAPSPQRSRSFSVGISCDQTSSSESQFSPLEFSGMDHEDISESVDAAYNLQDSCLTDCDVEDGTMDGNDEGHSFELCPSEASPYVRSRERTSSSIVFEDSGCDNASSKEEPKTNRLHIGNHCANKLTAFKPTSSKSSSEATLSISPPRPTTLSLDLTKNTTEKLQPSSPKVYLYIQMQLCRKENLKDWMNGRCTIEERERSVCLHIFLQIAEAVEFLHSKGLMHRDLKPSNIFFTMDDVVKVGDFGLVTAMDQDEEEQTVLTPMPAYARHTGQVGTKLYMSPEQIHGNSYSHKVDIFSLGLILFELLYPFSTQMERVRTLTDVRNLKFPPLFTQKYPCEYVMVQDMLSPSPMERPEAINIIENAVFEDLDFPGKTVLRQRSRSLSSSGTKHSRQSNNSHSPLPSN
Numbers without * were called inactive; i = inactive; . = no result given; [ ] = dose if it differs, or a comment.

FXIIa inh 1536,m-calpain inh,Rad51 HR inh,molecule,Thrombin inh,FXIa inh,Cl transport mod,Furin inh,hK5 inh,PERK inh
11,21,-1,O=C(Nc1cccc2ccccc12)c1onc2c1CCCC2,-4,-11,-0.066,-7[20 µM],-25,-1.4
-1,-14,.,CN(C(=O)COc1ccc(S(=O)(=O)N2CCOCC2)cc1[N+](=O)[O-])C1CCS(=O)(=O)C1 (centres undefined),-21,-6,-0.0047,-7,-5,0.4
3,1,0,Cn1cnc(S(=O)(=O)Nc2ccccc2N2CCOCC2)c1,-8,-4,0.25,-12,-2,0.2
5,-3,-5,C#CCNC(=O)C1=C[C@@H](c2ccc(C(F)(F)F)cc2)[C@H](CCCO)[C@@H](OCC)O1,-1,0,-1.4,-31,2,0.8
5,3,-2,Cc1cc(C)n(-c2nc(C(=O)O)cs2)n1,-11,-5,-0.16,-29,-5,0.8
7,-16,.,O=C1CC(Cc2ccccc2)C(=O)N1CCCn1ccnc1 (centres undefined),2,1,0.0045,-16[20 µM],1,1.0
12,-15,2,Cc1ccc(NC(=O)/C(=C\c2ccccc2)NC(=O)c2ccco2)cc1,6,5,.,-17,4,-0.6
3,-63,-3,Cc1cc(C)n(-c2nc3ccccc3[nH]c2=O)n1,-5,0,-0.16,-16[20 µM],8,0.6
-2,-20,-6,Cc1nc(C)c(C(=O)N/N=C/c2c[nH]c3ccccc23)s1,-5,-8,-0.33,0[20 µM],11,-0.5
13,10,-8,Cc1nn(-c2ccccc2)c(C)c1C1C(C#N)=C(N)Oc2n[nH]c(C)c21 (centres undefined),1,1,-1.3,-16[20 µM],-7,-0.2
-4,-20,.,Cc1ccc(NC(=O)Nc2ccc3c(c2)nc(C)n3C)cc1C,-10,-4,-1.8,-20,.,1.3
12,-1,2,O=S(=O)(Cc1ccccc1Cl)N1CCCCC1,1,4,.,12,7,2.9
13,-8,.,Cc1ccnc(SCc2cc(=O)c(OC(=O)c3ccco3)co2)n1,0,12,-0.77,-22,-14,0.9
5,-10,26,CCN(CC)CCn1c(=N)n(CC(O)c2ccc(OC)c(OC)c2)c2ccccc21 (centres undefined),1,-7,-0.0075,-15,-6,-0.3
8,i,.,CCOC(=O)c1[nH]c2ccc(OCC)cc2c1NC(=O)CN1CCC2(CC1)OCCO2,6,-4,0.28,-35,1,-0.3
13,-14,9,COCc1ccc(CN2CCCC(CO)(Cc3ccccc3)C2)o1 (centres undefined),0,1,-0.7,-28,5,0.1
8,-146,4,CCN1CCN(C(=O)c2cc3c(-c4ccc(Cl)cc4)nn(C)c3s2)CC1,-4,-3,.,-5,-20,-0.4
11,-12,-2,Cc1cc(NC(=O)Nc2cccc(C(F)(F)F)c2)no1,-2,5,0.033,0[20 µM],-20,0.0
-27,23,-7,CCS(=O)(=O)Nc1ccc(C(=O)CC2(O)C(=O)Nc3ccccc32)cc1 (centres undefined),-2,1,1.2,-10[20 µM],-3,1.0
10,-13,-23,Nc1ccc(Sc2nc3ccccc3[nH]2)cc1,-7,0,-0.11,-20,2,0.3
4,19,30,COc1ccccc1Oc1cc(-n2nc(C)cc2C)ncn1,-3,4,-0.58,-1,-10,-0.1
8,8,-10,COc1ccccc1NC(=O)CN1C(=O)NC(CC(C)C)C1=O (centres undefined),-4,2,-5*,-27,1,-0.4
0,-9,10,CCOC(=O)c1c(N)sc(C(=O)Nc2ccccc2)c1C,-16,-5,-0.56,-16,-2,0.1
5,0,7,O=C(O)/C=C/C(=O)N(Cc1ccc2c(c1)OCO2)C1CC(=O)N(CCc2ccccc2)C1=O (centres undefined),2,9,-0.11,-13,-17,0.8
4,24,-4,Cc1cc(Cl)ccc1OCC(=O)N1CCCCC1,-6,5,1.2,-1[20 µM],-14,-0.4
-12,-2,9,Cc1cc(C)cc(NC(=O)C2CCCC2)c1,7,3,.,-27,-9,1.5
5,-16,15,CC(=O)c1cccc(NC(=S)NCc2ccco2)c1,0,-2,1.2,-13,-1,0.6
15,-32,-2,Clc1nc(-c2ccccn2)nc2scc(-c3ccccc3)c12,-4,1,-0.42,-13,-18,-1.1
13,-15,-5,Cc1ccc(NC(=O)COC(=O)CN2CSCC2=O)cc1C,1,2,0.072,-18,-8,0.5
25,-50,6,Clc1ccc2[nH]c3c(NCCCN4CCOCC4)ncnc3c2c1,-1,16,-0.41,-21,-5,1.0
7,0,-5,CCN(CC)C(=O)c1cc(-c2ccccc2OC)on1,2,1,-0.16,-21,-7,0.0
12,28,-1,CC1(C)CC(=O)c2sc(NS(=O)(=O)Cc3ccccc3)nc2C1,2,7,0.61,-15[20 µM],-5,0.6

An excerpt of the results above:
FXIIa inh 1536,m-calpain inh,Rad51 HR inh,molecule,Thrombin inh,FXIa inh,Cl transport mod,Furin inh,hK5 inh,PERK inh
13,-15,-5,Cc1ccc(NC(=O)COC(=O)CN2CSCC2=O)cc1C,1,2,0.072,-18,-8,0.5
25,-50,6,Clc1ccc2[nH]c3c(NCCCN4CCOCC4)ncnc3c2c1,-1,16,-0.41,-21,-5,1.0
7,0,-5,CCN(CC)C(=O)c1cc(-c2ccccc2OC)on1,2,1,-0.16,-21,-7,0.0

New compounds follow
FXIIa inh 1536,m-calpain inh,Rad51 HR inh,molecule,Thrombin inh,FXIa inh,Cl transport mod,Furin inh,hK5 inh,PERK inh
4,5,9,Cc1cc(C)nc(SCC(=O)N/N=C/c2cccs2)n1,-6,-1,-0.83,-17,-6,0.8
-3,-4,7,COc1cccc(C(=O)N/N=C(/CCC(=O)O)c2ccccc2)c1,-8,-3,-0.51,-9,-19,0.2
15,-37,6,Cc1cc(C)cc(NC(=O)CSc2nc3ccncc3[nH]2)c1,0,3,1.8,-7,-8,0.1
-23,-32,-16,Cc1ccc(C2NC(=O)c3c(sc4c3CCN(C)C4)N2)s1 (centres undefined),-7,-10,.,-29,-18,0.1
10,4,21,NS(=O)(=O)c1cccc(NC(=O)CSc2nc3ccccc3[nH]2)c1,-2,7,0.19,-12,-4,1.1
11,17,-7,Cn1cc(Br)c(C(=O)N2CCN(c3cccc(Cl)c3)CC2)n1,3,2,.,-12[20 µM],0,-0.5
4,1,-5,COc1ccc2c(Cn3cnc4cc([N+](=O)[O-])ccc4c3=O)cc(=O)oc2c1,-5,3,1.1,-25,7,0.3
7,26,6,Cc1ccc(S(=O)(=O)NNC(=O)c2sc(=S)n(C)c2C)cc1,-11,4,2,-14,5,0.8

Single records, from the list above. Order of values: FXIIa inh 1536, m-calpain inh, Rad51 HR inh, Thrombin inh, FXIa inh, Cl transport mod, Furin inh, hK5 inh, PERK inh
CCN(CC)C(=O)c1cc(-c2ccccc2OC)on1 in the list: 7, 0, -5, 2, 1, -0.16, -21, -7, 0.0
COc1ccccc1NC(=O)CN1C(=O)NC(CC(C)C)C1=O (centres undefined) in the list: 8, 8, -10, -4, 2, -5*, -27, 1, -0.4

More results
FXIIa inh 1536,m-calpain inh,Rad51 HR inh,molecule,Thrombin inh,FXIa inh,Cl transport mod,Furin inh,hK5 inh,PERK inh
5,0,5,CN(C)C(CNC(=S)Nc1ccccc1Cl)c1cccnc1 (centres undefined),-3,0,1.6,-5,.,0.7
-2,8,10,CC1CN(C2CCN(C(=O)c3ccccc3Cl)CC2)CC(C)O1 (centres undefined),19,-18,.,-21,-40,0.5
19,-20,-4,CC(C)NC(=O)c1cc2c(-c3ccc(Cl)cc3)nn(C)c2s1,-9,16,.,-19,-27,1.0
14,-21,.,COc1ccc(-c2cc(C(=O)NC(C)C)no2)cc1,3,12,.,-8[20 µM],17,-0.2
6,1,.,Cc1cc(Br)ccc1SCC(=O)OCC(=O)NCc1ccco1,-7,-1,-0.63,-21,-4,2.0
12,24,-1,CCOC(=O)c1sc(NC(=O)Cc2ccc(C)cc2)nc1C,-1,0,0.94,-22,2,0.8
-2,-10,-5,O=C(NCc1cccnc1)c1c[nH]c2cc3c(cc2c1=O)OCCO3,-3,-6,0.46,-14,0,0.1
-3,9,1,O=C1NCCCC1C(=O)N/N=C/c1ccc([N+](=O)[O-])cc1 (centres undefined),-11,-3,-0.03,-1,-2,0.5
1,-1,1,COc1ccc(NC(=O)C2CCCN2C(=O)OC(C)(C)C)cc1 (centres undefined),-11,-4,-0.082,-19,-3,-0.4
41*,17,7,O=C(COC(=O)c1ccccc1Br)Nc1ccc(F)cc1,5,35,-0.33,-18,22,0.5
4,-6,-16,COc1ccc2c(c1)C=C(C(=O)OCc1cccnc1)CO2,-3,0,0.98,-4,0,0.3
11,-40,3,COc1cc(C(=O)NCCC(=O)N2CCN(C)CC2)cc(OC)c1OC,-4,-1,0.24,-19,2,0.8
4,-25,1,CC(=O)CCC(=O)N1CCCC(CNC(=O)c2ccc(-c3ccccc3)cc2)C1 (centres undefined),-10,-5,-1.9,-25,-6,-0.2
17,17,-10,Cc1ccc(NC(=S)NCCc2ccc(S(N)(=O)=O)cc2)cc1C,-6,7,0.92,-5,-5,0.6
2,-3,-1,COC(=O)CN(Cc1ccccc1)S(=O)(=O)c1ccc(OC)c(OC)c1,-3,-3,-0.64,-7,-10,-0.1
-16,17,3,COc1ccc(C)cc1NC(=O)CN1CCN(c2ccc(F)cc2)CC1,-8,-1,.,-13,-2,-1.3
12,-47,-3,CCOc1ccc(-n2c(SCC(=O)NCc3ccco3)nnc2-c2c[nH]c3ccccc23)cc1,-5,0,-1.4,-26,0,-0.2
1,1,-2,CS(=O)(=O)N(CC(=O)NCc1ccco1)c1ccc(Cl)cc1Cl,-3,3,0.94,-22,-3,0.0
8,-3,-6,CCNC(=O)CN(C1CCCCC1)S(C)(=O)=O,-6,-3,0.13,-14,-12,0.9
18,15,.,COc1ccccc1C(=O)Oc1ccc(N2C(=O)CCC2=O)cc1,3,2,-0.74,-19[20 µM],-11,0.8
18,-59,0,N#CCSc1nc2ccccc2c2nc3ccccc3n12,-5,10,-0.16,-19,-14,0.1
5,-12,-13,Cc1cc(C)nc(-n2nc(C)c3c(=O)[nH]c(C(F)(F)F)nc32)n1,-7,-4,.,-9,-30,0.3
-1,7,-2,Cc1ccc(C)n1-c1ccccc1N1CCCCC1,3,-4,-0.021,-13,-6,0.2
13,-13,-2,FC(F)(F)c1nc2ccccc2n2c(-c3ccc(Cl)cc3Cl)nnc12,4,7,.,-20[20 µM],-21,-1.1
3,-24,-4,CCOC(=O)/C=C/CN(C(=O)OC(C)(C)C)S(=O)(=O)N1CC=CC1,-4,-4,-1.2,-33,-5,.
8,-17,11,O=C(CCC(=O)Nc1ccccc1)N/N=C/c1ccccc1F,0,-3,-0.43,-16,-5,0.1
-6,26,-8,CC1(C)CC(N2CCN(c3ccccc3)CC2)=CC(=[N+]2CCCC2)C1,-5,4,-2,8,-16,-0.2
8,-16,.,Cc1ccsc1-c1nc(CSCC(=O)N2CCN(c3ccccc3)CC2)c(C)o1,-6,-9,.,-16,-13,-0.3
4,-25,-12,Cc1nc2c(ccc3c([N+](=O)[O-])cccc32)c(C)c1C,5,-5,-0.22,-19,0,-0.3
15,-4,-12,CCC1Oc2ccc(C)cc2N(CC(=O)N(Cc2cccnc2)Cc2cccc(F)c2)C1=O (centres undefined),-2,9,-0.76,-17[20 µM],-14,-0.8
16,-276,1,CCOC(=O)c1sc2nc(CC(=O)OC)nc(NCCN(CC)CC)c2c1C,4,1,-0.24,-33[20 µM],-6,-2.4
19,-12,-9,Cc1cc(C)n(C(=O)c2cccc(S(=O)(=O)N3CCCC3)c2)n1,11,5,-0.47,-16,5,0.7
1,-32,2,O=C(NNC(=O)c1ccc(NC(=O)c2ccccc2)cc1)Nc1ccccc1,-7,-19,0.74,-16,-9,2.0

This is a subset. The share of hits here may be higher or lower than overall.
